S3 lipid droplet: qHTS Assay for Lipid Storage Modulators in Drosophila S3 Cells | hit rate 0.64% among 320,000 | Potency in µM for hits, for the others lipid storage change, negative = inhibition, % at the top dose, mostly 46.1 µM | Drosophila S3 cells, BODIPY lipid droplet fluorescence, 18-24 h; cells fed with added oleic acid; active = well fitted inhibition curve with a large enough effect in the signal ratio, with a control signal flat, not every such curve was filed as active; inconclusive = small, poorly fitted or top-dose-only effect, or effect the other way, or a change in a side signal; the % refers to the signal ratio
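Drosophila S3 cells got compounds at several concentrations plus oleic acid (400 uM solution). Laser-scanning cytometry with 488 nm excitation read lipid droplets at 500-530 nm and cells at 575-640 nm. Percent activity was relative to 20 uM Triacsin C.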
S3 lipid droplet cell count max: recorded beside S3 lipid droplet, whose call it bears; cell number change, %; measured here: cell count max response;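 cells counted by Cell Tracker Red CMTPX staining in the red channel; peak over a dose series mostly up to 46.1 µM; percent activity relative to internal control wells on each plate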
* hit, by the source's call; i = inactive; ? = inconclusive; . = not tested or not shown; [ ] = remark or other dose. % is scaled to controls: 0 for no effect and ±100 for the full control effect; potency is read from the fitted curve at half-maximal effect. An excerpt (hit frequency here may not be typical).

The line under a structure holds: S3 lipid droplet, S3 lipid droplet cell count max
O=C(Cc1n[nH]c(=O)c2ccccc12)Nc1ccc(-c2nnc3n2CCCCC3)cc1
  -0.8%, -5.8
COc1ccccc1/C=[N+](\[O-])C1SC(=S)N(C)C1(C)C (configuration not stated)
  -21.4%, -23.2
CCOC(=O)N1CCN(C(=O)CSCc2nc(-c3ccccc3F)oc2C)CC1
  12.2%, 13.9
Cc1c(Br)c([N+](=O)[O-])nn1C(C)C(=O)N1CCCc2ccccc21 (configuration not stated)
  ?, .
C=CCSc1nnc(-c2nnc(SCC=C)n2-c2ccccc2)n1-c1ccccc1
  -11.9%, 10.8
COc1ccc2[nH]cc(/C=N/NS(=O)(=O)c3ccc(C)cc3)c2c1
  ?, .
CCCCOCCCNC(=O)CCCOc1ccccc1
  -16.2%, -8.3
COc1cc(CN2CCNC(=O)C2CC(=O)N2CCCO2)cc(OC)c1 (configuration not stated)
  -4.9%, .
O=C(NC1CCCCCC1)c1ccc(CS(=O)(=O)Cc2ccccc2F)o1
  ?, .
CC(C)CN(C(=O)CN1CCCCCC1)c1c(N)n(CC(C)C)c(=O)[nH]c1=O
  ?, .
Cc1ccc(C(=O)c2cnc3ccccc3c2-c2ccccc2)cc1
  6.8%, -1.5
O=C(Cc1c(Cl)cccc1Cl)Nc1cccnc1
  11.6%, 8.3
COC(=O)c1cc(C#N)c(Oc2cccc(C)c2C)nc1C
  i, .
N/C(=N\OC(=O)Cc1ccccc1)c1ccncc1
  i, 17.4
CC(=O)N/C(=N\c1nc(C)cc(C)n1)Nc1ccccc1Cl
  ?, .
Cc1ccc(S(=O)(=O)N2CCC(=O)N(C(COCc3ccc(C(F)(F)F)cc3)C(C)C)CC2)cc1 (configuration not stated)
  ?, .
O=C(NN=C1CCC(=NNC(=O)c2ccccn2)CC1)c1ccccn1
  5.8%, 10.4
Nc1ccc(S(=O)(=O)Nc2nccc(/C=C/c3ccc([N+](=O)[O-])cc3)n2)cc1
  ?, .
Nc1ccc(Nc2nc(-c3cc4ccccc4oc3=O)cs2)cc1
  -3.4%, -4.7
CCCSC(=S)c1c(C)[nH]n(-c2ccccc2)c1=O
  ?, .

Remaining list, next part.
The line under a structure holds: S3 lipid droplet, S3 lipid droplet cell count max
COc1cc2[nH]c(C(=O)N(C)Cc3ccccc3)cc2c(OC)c1OC
  ?, .
Cc1cccc(Cn2c(N(C)Cc3ccccc3)nc3c2c(=O)[nH]c(=O)n3C)c1
  i, .
Cc1ccc(Cc2cnc(N3C(=N)SC(c4ccccc4)C3=O)s2)cc1 (configuration not stated)
  -4.7%, -4.3
CCCOCC(O)CC(Cc1ccccc1)C(=O)NN (configuration not stated)
  ?, .
COc1ccc(COC(=O)N/N=C(\C)CC(=O)Nc2ccc(Cl)cc2)cc1
  ?, .
CCn1c(SCC(=O)N(C)C2CCS(=O)(=O)C2)nnc1-c1ccccc1 (configuration not stated)
  -21.0%, -11.5
CCCCc1nnc(NC(=O)c2ccc(-n3cncn3)c([N+](=O)[O-])c2)s1
  ?, .
Nc1ccc2nn(-c3cccc4ccccc34)nc2c1
  16.0%, 8.3
CCOP(=O)(c1ccc(N(C)C)cc1)C(O)c1ccncc1 (configuration not stated)
  -1.7%, 12.7
Cc1cc(NC(=O)CNCC(c2ccccc2)N(C)C)c([N+](=O)[O-])cc1C (configuration not stated)
  -20.5%, -14.1
O=C1CN(C(=O)COc2ccc(F)cc2Cl)c2ccccc2N1
  18.1%, -9.6
CC(C)(C)n1nc2c(c1NC(=O)c1ccccc1F)CS(=O)C2 (configuration not stated)
  ?, .
CN(C)S(=O)(=O)c1ccc(Cl)c(NC(=O)CN2CCN(Cc3ccc4c(c3)OCO4)CC2)c1
  9.0%, 4.0
COc1ccccc1N1CCN(C(=O)C2CCN(S(=O)(=O)c3ccc(F)cc3)CC2)CC1
  ?, .
O=C(CN1C(=O)CSc2ccccc21)NC1CCCC1
  10.3%, -7.1
Cc1oc(=O)c(NC(=O)c2ccccc2)cc1C(N)=O
  ?, .
CCN(CC)C(=N)/C(C#N)=N/Nc1ccccc1
  ?, .
COc1ccccc1OCc1cc(C(=O)N2CCCC(OCc3cccnc3)C2)no1 (configuration not stated)
  -9.0%, 8.2
Fc1ccc(CNCc2ccc3c(c2)OCO3)cc1
  i, 8.8
Cn1cc(C(=O)CCl)c2ccccc21
  ?, .

Other results follow:
The line under a structure holds: S3 lipid droplet, S3 lipid droplet cell count max
CCc1ccc(NC(=O)CSC2=C(C#N)C(c3ccco3)C3=C(CCCC3=O)N2)cc1 (configuration not stated)
  3.3%, -12.5
NS(=O)(=O)c1ccc(N/C=C/C(=O)c2ccc(Br)cc2)cc1
  ?, .
O=C(NCc1ccc(Cl)cc1)C1CCCN1C(=O)Nc1ccc(F)cc1 (configuration not stated)
  14.8%, 13.4
O=C(CN1CCOCC1)Nc1ccc(OC(F)(F)F)cc1
  -16.6%, .
COC1=CC(=O)CC(C)C12Oc1cc(OC)cc(OC)c1C2=O (configuration not stated)
  ?, .
CCOc1ccccc1C(=O)N(Cc1cccs1)C1CCS(=O)(=O)C1 (configuration not stated)
  ?, .
CCN(Cc1ccncc1)C(=S)Nc1c(C)cccc1C
  -10.4%, -9.1
CC(=O)Nc1cccc(/C(C)=N/NS(=O)(=O)c2ccc(C)cc2)c1
  ?, .
COc1ccc(/C=N/N=C2/CC(C)(C)Cc3n[nH]c(=O)cc32)cc1
  -12.9%, 1.5
COc1ccc(-c2ccc(NCCC3=CCCCC3)nn2)cc1OC
  4.6%, -18.0
CSc1ccccc1NC(=O)CN(C)C(=O)c1cccc(S(=O)(=O)N(C)C)c1
  ?, .
O=C1Nc2ccccc2C(=O)N2CCCCC12 (configuration not stated)
  -5.2%, 3.0
O=C(Cc1ccccc1)Nn1c(-c2ccccc2)nc2ccccc2c1=O
  ?, .
CCOC(=O)c1snc(C(=O)NC2CCCCC2)c1N
  ?, .
Cc1ccccc1NS(=O)(=O)c1ccc(C(=O)NN2CCCCC2)cc1
  i, 4.6
CC1CN(C(=O)c2ccc(COc3ccccc3Cl)o2)CC(C)O1 (configuration not stated)
  ?, .
Cc1ccc(C)c(N2CCN(S(=O)(=O)CC34CCC(CC3=O)C4(C)C)CC2)c1 (configuration not stated)
  ?, .
COc1cccc(NC(=O)CN(C)C(=O)CN2C(=O)NC3(CCCC3)C2=O)c1
  ?, .
C=CCn1c(SCC(=O)Nc2nnc(CC)s2)nnc1-c1ccncc1
  -3.4%, 6.9
Cc1ccc(NS(=O)(=O)c2ccc3[nH]c(=O)sc3c2)cc1
  10.3%, 10.8

Structures above that have a CF3 group:
The line under a structure holds: S3 lipid droplet, S3 lipid droplet cell count max
Cc1ccc(S(=O)(=O)N2CCC(=O)N(C(COCc3ccc(C(F)(F)F)cc3)C(C)C)CC2)cc1 (configuration not stated)
  ?, .
O=C(CN1CCOCC1)Nc1ccc(OC(F)(F)F)cc1
  -16.6%, .

Next entries follow:
The line under a structure holds: S3 lipid droplet, S3 lipid droplet cell count max
COc1ccc(CNS(=O)(=O)CCNC(=O)c2ccccc2)cc1
  -21.8%, -19.0
Cc1cc(SCc2ccccc2)nc(=O)[nH]1
  ?, .
NS(=O)(=O)c1ccc(NC(=O)Cc2cccs2)cc1
  ?, .
COC(=O)c1ccc(COC(=O)Cc2n[nH]c(=O)c3ccccc23)cc1
  16.0%, .
CCCCN(C(=O)CCC(=O)Nc1cc(C)on1)C(C(=O)NC1CCCC1)c1ccc(OC)cc1 (configuration not stated)
  ?, .
COCCNC(=O)CNC(=S)N(CCCN1CCOCC1)Cc1cccs1
  ?, .
CCn1c(CCCOc2ccc(Cl)cc2Cl)n[nH]c1=S
  -11.9%, -18.1
COC(=O)COc1ccc(S(=O)(=O)NCc2ccccn2)cc1
  ?, .
COc1ccc(Nc2nc(C)cc(C)c2C(N)=O)cc1
  ?, .
CC1CCc2c(sc(NC(=O)COC(=O)c3ccc(O)cc3)c2C#N)C1 (configuration not stated)
  ?, .
O=C(NC1CC1)c1cc(-c2ccco2)nc2ccccc12
  ?, .
CSc1nc(-c2ccccc2)nc(SC)c1C(C)=O
  ?, .
O=C(NCCc1ccccc1)c1cccc(N2CCCC2=O)c1
  i, 19.2
CN(CCOc1ccc(Cl)cc1)C(=O)c1cc(-c2ccco2)nc2ccccc12
  ?, .
Cc1nc2ncnn2c(N2CCN(C(=O)c3cccc(F)c3)CC2)c1C
  6.0%, 9.6
Cc1noc(C)c1C(c1ccccc1)c1ccccc1
  ?, .
CCCN1CCN(C(=S)Nc2ccc(SC(F)F)cc2)CC1
  ?, .
CCOc1ccc(-c2nn(-c3ccccc3)cc2/C=C2\SC(=S)N(C3CCS(=O)(=O)C3)C2=O)cc1 (configuration not stated)
  i, 28.8
Fc1ccc(-n2cc(CNCCc3ccccn3)c(-c3ccccc3Cl)n2)cc1
  ?, .
Cc1ccccc1CN1CCN(C(=O)c2cc(-c3ccncc3)nc3ccccc23)CC1
  ?, .

Entries from the list above that have bromine:
The line under a structure holds: S3 lipid droplet, S3 lipid droplet cell count max
Cc1c(Br)c([N+](=O)[O-])nn1C(C)C(=O)N1CCCc2ccccc21 (configuration not stated)
  ?, .
NS(=O)(=O)c1ccc(N/C=C/C(=O)c2ccc(Br)cc2)cc1
  ?, .

Next section:
The line under a structure holds: S3 lipid droplet, S3 lipid droplet cell count max
O=C(COc1ncnc2ccc(Br)cc12)NCc1ccc2c(c1)OCO2
  ?, .
COc1ccc(-n2c(Cc3cccn3C)nnc2SCC(=O)Nc2ccc3c(c2)OCCO3)cc1
  ?, .
COc1ccc(CCNC(=O)COC(=O)c2cc(S(=O)(=O)N3CCCC3)ccc2O)cc1
  ?, .
OCCCc1nc2n(n1)C(c1cccs1)C=C(c1ccc(Br)cc1)N2 (configuration not stated)
  ?, .
CCOc1ccc(NC(=O)C2CCCN2S(=O)(=O)c2ccc3c(c2)C(C)(C)C(=O)N3C)cc1 (configuration not stated)
  ?, .
COc1ccc(S(=O)(=O)NNC(=O)C23CC4CC(CC(C4)C2)C3)cc1[N+](=O)[O-]
  ?, .
CN(CC(=O)Nc1ccc(F)cc1)C(=O)C1CC(=O)N(Cc2ccccc2)C1 (configuration not stated)
  ?, .
O=S(Cc1ccc(Cl)cc1)CC(O)COCc1ccc(Cl)cc1 (configuration not stated)
  17.9%, -26.4
COc1ccc(C(C)=O)c(Oc2cc(NN3CCCCC3)c([N+](=O)[O-])cc2[N+](=O)[O-])c1
  -2.5%, 7.5
O=C1CC(N2CCN(c3ccc(F)cc3)CC2)C(=O)N1c1ccc(F)cc1 (configuration not stated)
  0.7%, -10.9
COc1ccc(Cc2noc(-c3ccc([N+](=O)[O-])cc3)n2)cc1OC
  ?, .
COc1cccc(C2N(c3ccccc3)CCN2c2ccccc2)c1OC
  6.6%, 1.1
Cc1cccn2c(=O)c(C=O)c(N3CCCCC3)nc12
  ?, .
CCN1C(=O)C(CC(=O)Nc2ccc(C)cc2C)Nc2cc(S(=O)(=O)N(C)C)ccc21 (configuration not stated)
  ?, .
O=C(CSC1=Nc2ccccc2C2=NC(c3ccccc3)C(=O)N12)NC1CCCCC1 (configuration not stated)
  ?, .
CSCCC(NC(=O)c1ccccc1)C(=O)NCCc1ccccc1 (configuration not stated)
  i, 5.9
O=C(NC1CCCCC1)c1ccc2c(c1)OCCO2
  1.1%, 22.9
CCc1noc(C)c1C(=O)N1CCCSC1=Nc1ccccc1OC
  i, .
FC(F)(F)c1cnc(-n2cc[nH]c2=S)c(Cl)c1
  ?, .
O=C(CSc1ncnc2c1oc1ccccc12)NCc1ccc(F)cc1
  ?, .

Brought forward from above: 2 compounds; new compounds follow.
The line under a structure holds: S3 lipid droplet, S3 lipid droplet cell count max
FC(F)(F)c1cnc(-n2cc[nH]c2=S)c(Cl)c1
  ?, .
O=C(CSc1ncnc2c1oc1ccccc12)NCc1ccc(F)cc1
  ?, .
Cc1ccc(C(=O)NC(=S)NNC(=O)CCN2CCOCC2)cc1
  ?, .
CC(=O)N1c2ccccc2C(C)(C)C2CCC(C)CC21 (configuration not stated)
  ?, .
Cn1cnc(S(=O)(=O)NCc2ccccc2)c1
  2.8%, 11.9
O=C(CN1CCN(S(=O)(=O)c2ccc(Cl)c(Cl)c2)CC1)N1CCCC1
  ?, .
CCOc1cc(N2CCOCC2)c(OCC)cc1NC(=O)COC(=O)c1ccccc1C
  ?, .
NS(=O)(=O)c1ccc(NN=C2CCCCC2)c([N+](=O)[O-])c1
  -9.1%, 15.6
CCC1(c2ccc(F)cc2)NC(=O)N(CC(=O)N2CCN(S(=O)(=O)c3ccc(Cl)cc3)CC2)C1=O (configuration not stated)
  3.3%[0.0737 µM], 22.9
Cc1ccc(C(=O)NCC2CCCO2)cc1S(=O)(=O)N1CCCCC1 (configuration not stated)
  -6.2%, .
CN(CP(=O)(O)CCc1ccccc1)S(C)(=O)=O
  ?, .
NC(=O)c1ccccc1OCC(=O)NS(=O)(=O)c1ccccc1
  ?, .
Cc1nn(-c2ccccc2)c(C)c1/C=N/Nc1nc2ccccc2[nH]1
  ?, .
CCCCC(C(=O)NCCC(C)C)N(CCCN1CCOCC1)C(=O)c1snc(C(N)=O)c1N (configuration not stated)
  8.2%, -11.6

Screening data deposited in PubChem BioAssay by National Center for Advancing Translational Sciences (NCATS).
